UTI89 phage lysis: protection from phage-mediated lysis, alamar blue read-out – E. coli UTI89, K1F phage, bacterial capsule biogenesis inhibitors (AID 488966). E. coli UTI89 K1F phage lysis, alamar blue, 2 h; higher % means a stronger effect. one-dose inhibition, % at 100 µM; IC50 in µM for titrated hits. hit rate 0.02% among 340,000;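 active = phage lysis inhibition, versus mean bacterial control, above a set limit; inconclusive = no clear call, values can overlap the other calls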;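 also: capsule biogenesis inhibitors block K1F phage lysis so surviving cells raise fluorescence; higher fluorescence means more inhibition of phage lysis; actives were called in the ten point dose series up to 300 µM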
West Nile antiviral: inhibition of WNV-induced cytopathic effect – cell-based, CPE readout (AID 1621). one-dose CPE inhibition, % at 10 µM; IC50 in µM for titrated hits. West Nile virus-infected cells, CPE inhibition; higher % means a stronger effect. hit rate 0.02% among 290,000; in the data active = a potency from the dose series; inconclusive = CPE inhibition mostly from about 3.7% at the one dose, without a potency; inactive = the rest, 99 in 100 with CPE inhibition below about 2.2%; also: strong numbers were not always called active
RSV antiviral HEp-2: inhibition of RSV-induced cytopathic effect – HEp-2 cells, primary 10 µM value included (AID 2391). HEp-2 cells, RSV-induced CPE inhibition; higher % means a stronger effect. CPE inhibition, % at 10 µM; hits with a dose series show IC50 in µM. hit rate 0.13% among 310,000; in the data active = a potency from the dose series; inconclusive = CPE inhibition mostly from about 23% at the one dose, without a potency; inactive = the rest, 99 in 100 with CPE inhibition below about 21%; also: strong numbers were not always called active
NTR1 ag: NTR1-driven beta-arrestin-GFP spot formation – imaging, U2OS cells, high content, primary screen (AID 493036). P30989. agonist mode. activation, % at 20 µM. hit rate 0.17% among 330,000;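 active = activation at or above 40% of the spot to cytoplasm intensity ratio, with at least 20 cells analyzed; inconclusive = wells under 20 cells, flagged as cytotoxic or low count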;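 also: 0% = DMSO without peptide and 100% = 100 nM NTR1 peptide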
Target sequence (P30989 whole entry, looked up): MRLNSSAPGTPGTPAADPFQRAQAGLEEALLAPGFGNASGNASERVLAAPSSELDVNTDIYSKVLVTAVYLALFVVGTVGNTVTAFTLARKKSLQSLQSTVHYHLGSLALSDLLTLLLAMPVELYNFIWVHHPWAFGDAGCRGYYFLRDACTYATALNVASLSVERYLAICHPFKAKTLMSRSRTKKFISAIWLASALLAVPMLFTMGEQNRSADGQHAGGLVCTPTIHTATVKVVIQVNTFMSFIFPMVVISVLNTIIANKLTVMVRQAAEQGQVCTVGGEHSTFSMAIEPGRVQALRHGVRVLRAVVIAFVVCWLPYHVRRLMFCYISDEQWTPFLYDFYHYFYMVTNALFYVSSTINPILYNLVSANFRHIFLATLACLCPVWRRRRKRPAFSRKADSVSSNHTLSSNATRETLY
NS5 inhibitors: flavivirus cap methylation enzyme inhibition – biochemical, confirmation dose response, primary screen (AID 588689) | inhibition, % at 25 µM; hits with a dose series show IC50 in µM | Dengue-2 NS5 methyltransferase capping enzyme assay, biochemical; higher % means a stronger effect | hit rate 0.3% among 340,000; in the data active = a potency from the dose series; inconclusive = inhibition above about 29% without an active follow-up result
SIAH1 antagonists: blockers of Siah-1 interaction with plectin peptide – biochemical, fluorescence polarization, rhodamine-plectin, uHTS, primary screen (AID 1817); Siah-1 / rhodamine-plectin peptide fluorescence polarization; higher % means a stronger effect; one-dose displacement, % at 20 µM; IC50 in µM for titrated hits; hit rate 0.02% among 290,000;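 active = displacement of at least 50% at 20 µM, with a fluorescence ratio check between 0.3 and a set limit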;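 also: plate controls were Siah plus tracer with DMSO for no effect and tracer alone without Siah for full effect; strong numbers were not always called active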
Large T inhibition: TAg ATPase/helicase activity blockers – biochemical (AID 1903). SV40 large T antigen ATPase/helicase inhibition assay; higher % means a stronger effect. inhibition, % at 20 µM; hits with a dose series show IC50 in µM. hit rate 0.39% among 310,000; in the data active = a potency from the dose series; inconclusive = inhibition mostly from about 32% at the one dose, without a potency; inactive = the rest, 99 in 100 with inhibition below about 32%; also: strong numbers were not always called active
AID2073: inhibitors of Mint1-CaV2.2 protein interaction, biochemical, HTRF (AID 2073); hit rate 0.19% among 290,000; HTRF protein-protein interaction, Mint1-CaV2.2; higher % means a stronger effect; inhibition, % at 20 µM; hits with a dose series show IC50 in µM; in the data active = inhibition mostly above about 51%, no sharp cut-off; inconclusive = no clear call, values can overlap the other calls; inactive = mostly below about 53%; also: some results filed as inactive read as strong as hits
MgcRacGAP inhibition: MgcRacGAP GTPase-activating activity inhibitors, confirmation, biochemical, ADP Hunter fluorescence. MgcRacGAP-stimulated Rac1 GTP hydrolysis, ADP Hunter fluorescence; higher % means a stronger effect; GST-tagged Rac1 F28L mutant substrate. inhibition, % at 30 µM, or IC50 in µM where a hit was titrated. hit rate 0.6% among 340,000. AID 624330;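 active = first-screen hits whose inhibition reached a set limit at any dose in the follow-up dose series; inconclusive = inhibition above the set first-screen limit but never retested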;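 also: fluorescence reports GDP produced by GAP-driven GTP hydrolysis; strong numbers were not always called active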
NTR1 ag cell count 20 µM: second read-out of NTR1 ag, no call of its own (marks repeat the call); cell count; measured here: cell count, cytotoxicity flag
NS5 inhibitors pilot replicate: further read-out of NS5 inhibitors, marked with its call; inhibition, %; measured here: pilot screen replicate inhibition
* hit, by the source's call; ? = inconclusive; · = not tested or not shown; [ ] = another dose, or the depositor's remark.

SMILES	UTI89 phage lysis	West Nile antiviral	RSV antiviral HEp-2	NTR1 ag	NTR1 ag cell count 20 µM	NS5 inhibitors	SIAH1 antagonists	Large T inhibition	AID2073	MgcRacGAP inhibition	others
CC(OC(=O)c1cc(=O)c2ccccc2o1)C(=O)c1ccccc1 (stereo not drawn)	-0.3%	·	4.6%	-1.3	46	0.0%	·	·	·	2.8%
Cc1cccc(CCNS(=O)(=O)c2ccc3c(c2)n(C)c(=O)c(=O)n3C)c1	-0.3%	0.9%	1.3%	-1.5	92	-0.7%	-0.1%	0.9%	6.0%	-0.9%
COc1ccc(N2CCN(C(=O)COc3ccc(Cl)cc3Cl)CC2)cc1	0.7%	-0.5%	2.6%	2.3	45	-0.7%	-0.6%	23.9%	9.5%	10.8%
Cn1c(SCC(=O)Nc2cccc(C(=O)O)c2)nnc1-c1cc2cc(Br)ccc2o1	0.4%	-0.1%	-0.3%	1.7	51	-7.7%	15.2%	3.5%	15.3%	2.2%
COc1cccc(N2CCN(C(=O)CCNS(=O)(=O)c3ccc(F)c(F)c3)CC2)c1	0.8%[50 µM]	·	·	0.2	57	8.5%	·	·	·	-1.7%
O=C(c1cc(-c2ccc(Cl)cc2)n(-c2ccc(Cl)c(Cl)c2)n1)N1CCOCC1	0.4%	-0.6%	1.9%	7.8	77	-7.6%	-3.0%	-2.6%	13.7%	-12.9%
COCCN(C(=O)c1ccc(N2C(=O)c3ccccc3C2=O)cc1)c1c(N)n(CC(C)C)c(=O)[nH]c1=O	0.8%[50 µM]	·	·	0.9	60	-5.8%	·	·	·	3.5%
CCN1CCCC1CN(Cc1cc2ccc(C)cc2[nH]c1=O)C(=S)Nc1ccc(OC)cc1 (stereo not drawn)	2.5%	-0.2%	0.1%	-0.8	57	-2.2%	-0.9%	1.8%	6.0%	10.4%
COc1ccccc1N1CCN(Cc2cccc(OC)c2OC)CC1	-0.1%	?	7.8%	0.3	77	-2.6%	1.1%	0.0%	-6.4%	23.0%
CN(C)CCOC(=O)c1ccc2[nH]c3c(c2c1)CSCC3	0.1%	0.6%	-0.5%	2.7	54	0.0%	2.7%	33.6%	-5.3%	?
CC(=O)N(CN1C(=O)CCC1=O)c1cccc(Cl)c1	0.2%	0.0%	2.2%	0.1	40	-1.9%	-0.9%	7.6%	2.0%	8.4%
COC(=O)CNC(=O)CSc1nnc2cc(C)c3ccccc3n12	0.1%	0.5%	0.1%	0.5	51	-5.6%	1.8%	10.1%	9.8%	12.3%

Entries above that have a carbonyl joined to an NH by a bond outside any ring:
SMILES	UTI89 phage lysis	West Nile antiviral	RSV antiviral HEp-2	NTR1 ag	NTR1 ag cell count 20 µM	NS5 inhibitors	SIAH1 antagonists	Large T inhibition	AID2073	MgcRacGAP inhibition	others
Cn1c(SCC(=O)Nc2cccc(C(=O)O)c2)nnc1-c1cc2cc(Br)ccc2o1	0.4%	-0.1%	-0.3%	1.7	51	-7.7%	15.2%	3.5%	15.3%	2.2%
COC(=O)CNC(=O)CSc1nnc2cc(C)c3ccccc3n12	0.1%	0.5%	0.1%	0.5	51	-5.6%	1.8%	10.1%	9.8%	12.3%

Continued:
SMILES	UTI89 phage lysis	West Nile antiviral	RSV antiviral HEp-2	NTR1 ag	NTR1 ag cell count 20 µM	NS5 inhibitors	SIAH1 antagonists	Large T inhibition	AID2073	MgcRacGAP inhibition	others
Cc1c(C(=O)N2CCOCC2)oc2ccc(Br)cc12	0.5%[50 µM]	·	2.4%	-1.2	57	-5.0%	·	10.5%	·	-2.5%
Cc1nn(C(C)C(=O)NC(C)CCc2ccccc2)c(=O)c2cc3occc3n12 (stereo not drawn)	-0.3%	-0.2%	?	-0.7	60	0.9%	-5.1%	7.4%	10.3%	-30.9%
CCOc1ccc(C(=O)N2CCCC2)cc1	0.4%	0.5%	0.3%	0.0	66	-2.8%	-3.5%	5.8%	12.7%	1.1%
CC(C)(C)NC(=O)N1CCN(c2nc(-c3ccccc3)ns2)CC1	0.8%	-0.5%	9.8%	1.0	35	-0.8%	-4.2%	8.7%	5.4%	4.0%
CCn1c(SCc2ccccc2)nc2cc(S(N)(=O)=O)ccc21	-0.1%	-0.7%	19.2%	0.9	46	-4.1%	-2.9%	3.9%	-1.6%	7.7%
CC(C)c1ccc(/C=C/C(=O)NC2=NCCS2)cc1	·	·	0.4%	2.1	59	·	2.1%	1.8%	3.9%	·
CCOc1ccc(NC(=O)CCC(=O)c2ccc(-c3ccccc3)cc2)cc1	0.9%[50 µM]	-0.8%	0.9%	2.7	43	-0.6%	-0.9%	7.0%	24.5%	-6.5%
COc1ccccc1NC(=O)COc1ccc(Br)cc1CNCCCN1CCOCC1	0.4%	?	-3.4%	-1.8	51	-5.5%	0.7%	1.9%	-1.0%	8.9%
Cc1cc([N+](=O)[O-])c2[nH]c(C(=O)N/N=C/c3ccccc3C(=O)O)c(-c3ccccc3)c2c1	0.4%	·	·	·	·	-2.7%	-6.8%	-1.9%	0.8%	-0.4%
COc1ccc(-n2c(C)cc(C(=O)COC(=O)Cn3cnc4ccccc43)c2C)cc1	4.3%	-0.1%	1.0%	2.4	57	-0.8%	13.5%	11.3%	3.4%	5.3%
CN(CC(=O)Nc1ccc(Cl)cc1)C(=O)CCC1CCCC1	0.1%	-0.8%	3.2%	0.1	59	-9.0%	-0.7%	12.8%	0.7%	-3.6%
CC1CC(=O)N(CC(=O)Nc2ccc3c(c2)OCO3)c2ccccc2S1 (stereo not drawn)	0.5%	-0.7%	0.5%	0.3	52	2.0%	4.2%	11.9%	3.1%	3.5%
COc1cccc(/C=C/c2[nH]c(=O)[nH]c(=O)c2[N+](=O)[O-])c1O	0.4%	0.7%	1.7%	-0.9	96	72.5µM*	9.5%	18.1%	15.4%	22.9%
O=C(COC(=O)c1ccccc1)NC(=O)NC1CCCC1	1.3%[50 µM]	·	·	-1.3	55	0.0%	·	·	·	5.1%
O=C(Nc1c(C(=O)N2CCCCC2)cnn1-c1ccccc1)c1ccccc1	-1.9%	-0.3%	0.1%	-0.2	83	-1.4%	-5.2%	-5.6%	0.0%	7.7%
CCCN1Cc2cccc(C(=O)NCCc3cccc(C)c3)c2C1=O	0.0%	-0.8%	0.3%	6.2	93	3.2%	1.7%	6.8%	-3.5%	2.0%
CCOC(=O)c1cccc(NC(=O)CNC(=O)C2CCCCC2)c1	0.2%	-0.2%	2.5%	-0.2	51	0.0%	-1.6%	16.9%	-6.1%	4.2%
CC1(C)CC(=O)C(C=NCc2ccccn2)=C(O)C1	4.2%	0.1%	-0.5%	-0.4	52	-2.7%	-5.4%	1.5%	-0.5%	4.0%
COc1ccccc1NC(=O)C1CCCN(C(=O)NCc2ccccc2)C1 (stereo not drawn)	0.3%	-0.2%	2.5%	-0.1	44	2.5%	-4.0%	1.6%	-5.1%	5.3%
O=C(O)CCc1nc2cc(Cl)ccc2n(Cc2ccccc2)c1=O	-0.2%	-0.3%	0.3%	0.8	40	-6.2%	5.0%	2.7%	12.2%	4.6%
CC(C)(C)C1=Nn2c(nnc2-c2n[nH]c3c2CCC3)SC1	2.2%	0.1%	2.5%	2.8	58	-1.6%	-3.3%	2.6%	-2.8%	21.9%
O=C1OCc2cc(NC(=O)C3CCCO3)ccc21 (stereo not drawn)	0.1%	-0.2%	3.3%	1.1	90	-3.9%	2.2%	9.0%	4.6%	7.2%
O=C(Nc1ccccc1)N(O)c1ccc(Cl)cc1	0.0%	0.0%	0.1%	-0.9	31	-10.4%	-2.2%	30.8%	7.6%	16.9%
CC(C)OP(=O)(OC(C)C)C(O)c1ccc2c(c1)OCO2 (stereo not drawn)	3.4%[50 µM]	-0.3%	0.7%	0.2	63	-7.0%	1.9%	-1.2%	19.8%	4.0%
CCOC(=O)CCc1c(C)c(C#N)c2[nH]c3ccccc3n2c1=O	-3.5%	0.3%	?	2.7	68	-5.6%	-1.6%	28.4%	-2.8%	20.0%
CN1CCN(S(=O)(=O)c2ccc(Cl)c3ccccc23)CC1	0.7%	-0.5%	0.2%	0.2	63	-5.3%	-3.9%	-0.8%	-2.0%	8.9%
Nc1cc(=O)nc(SCC(=O)Nc2ccccc2)n1-c1ccccc1	1.7%[50 µM]	0.2%	1.4%	-0.1	81	-3.2%	-1.8%	6.2%	-7.8%	5.0%
O=C(O)CCCn1cc(NC(=O)c2ccc(Br)o2)cn1	-0.6%	0.6%	0.1%	-0.5	26	0.0%	1.9%	6.3%	-4.0%	3.7%
Cc1ccccc1C(=O)NNC1CC(=O)N(c2ccc3c(c2)OCCO3)C1=O (stereo not drawn)	3.6%	0.3%	0.0%	-0.6	49	-2.5%	7.3%	3.5%	0.4%	0.9%
C=CCNC(=O)C1CC(=O)N(c2ccc(C)cc2)C1 (stereo not drawn)	1.6%	0.1%	1.4%	1.9	61	0.7%	2.8%	3.5%	1.2%	2.8%
CCCCNC(=O)NS(=O)(=O)c1ccc(NC(=O)C(NC(N)=O)C(C)CC)cc1 (stereo not drawn)	0.3%	0.3%	-0.5%	-0.6	53	-7.2%	2.3%	3.5%	2.3%	11.8%
CCCn1c(-c2cc(OC)c(OC)c(OC)c2)nc2nc3ccccc3nc21	0.0%	-0.2%	0.4%	1.9	86	-1.9%	2.9%	3.7%	13.7%	6.1%	NS5 inhibitors pilot replicate=-3.9
CCCn1c(C(C)Nc2nc(-c3ccc(Cl)c([N+](=O)[O-])c3)cs2)nc2cc(Cl)c(N3CCCCC3)cc21 (stereo not drawn)	-0.3%	-0.6%	-0.3%	5.8	93	0.7%	-4.4%	17.0%	21.0%	11.9%
COc1ccccc1N=C(C)C1=C(O)CC(c2ccccc2)CC1=O (stereo not drawn)	0.1%	-0.6%	-1.0%	3.5	52	-6.8%	2.2%	-21.2%	-1.4%	-0.8%
COc1ccc(COC(=O)NNC(=O)c2ccc(OC)cc2)cc1	0.4%	0.5%	0.7%	-1.0	68	-3.5%	-3.2%	5.2%	-0.3%	0.0%
COC(=O)c1c(NC(=O)CN2CCC3(O)CCCCC3C2c2ccccc2OC)sc(C)c1C (stereo not drawn)	4.3%	-2.0%	?	4.9	65	-5.2%	-6.2%	-8.3%	5.1%	9.6%
CC(C)(C)Sc1nc(O)cc(=O)[nH]1	0.5%	0.2%	1.5%	-1.3	48	-6.1%	-0.5%	15.8%	-1.9%	12.0%
O=C(Nc1nnc(Cc2ccccc2)s1)c1cccnc1	-0.4%	-0.1%	0.0%	-0.1	58	-3.8%	0.2%	12.0%	-10.3%	5.5%
COc1ccc(CN2CCNC(=O)C2CC(=O)NCCC2=CCCCC2)cc1OC (stereo not drawn)	0.2%	0.8%	0.5%	1.6	62	-5.4%	1.8%	9.8%	9.8%	14.7%
CCCCC(=O)Nc1c2c(nn1-c1ccc(C)cc1)CS(=O)(=O)C2	0.1%	-0.7%	0.9%	-1.0	93	-3.3%	4.0%	21.3%	11.4%	5.1%

Screens from PubChem.
